FEN1 inh = inhibitors of human flap endonuclease 1 | 0.35% of 390,000 active | Potency, µM (highest dose often 114 µM), inactives show at the top dose activity change, negative = inhibition, actives largely listed as inhibitors | Recombinant FEN1 flap cleavage, fluorescence, 15 min | AID 588795 | P39748; also: nearly all actives have a fitted effect of over 65% in size
Target sequence (P39748 whole entry, looked up): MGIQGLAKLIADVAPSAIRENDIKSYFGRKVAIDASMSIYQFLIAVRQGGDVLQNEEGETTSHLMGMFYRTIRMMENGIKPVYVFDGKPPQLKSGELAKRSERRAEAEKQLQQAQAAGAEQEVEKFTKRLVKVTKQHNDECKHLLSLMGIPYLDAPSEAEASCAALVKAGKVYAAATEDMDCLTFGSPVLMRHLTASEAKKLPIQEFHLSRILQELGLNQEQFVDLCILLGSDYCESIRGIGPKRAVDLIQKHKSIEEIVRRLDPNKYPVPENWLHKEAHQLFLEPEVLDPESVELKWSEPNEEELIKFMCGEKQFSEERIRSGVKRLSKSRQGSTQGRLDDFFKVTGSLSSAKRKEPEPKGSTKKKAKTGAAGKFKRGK
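Compounds are tested as a concentration series against 10 nM FEN1; after a 15 min room-temperature preincubation, 50 nM substrate starts cleavage, with plate reads at 0 and 15 min. Normalized responses are fitted by a Hill equation.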
GCN5L2 inh = blocks human GCN5L2 histone acetyltransferase | Q92830 | GCN5L2 HAT assay, ThioGlo1 CoA-SH fluorescence | Potency, µM (top dose mostly 58.9 µM), for inactives: top-dose activity change, negative = inhibition, usual class: inhibitors | 0.21% of 390,000 active | AID 504327
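Enzyme at 20nM final was mixed with library compounds for 15 min at room temperature. Peptide H3(1-25) at 75uM, acetyl-CoA at 70uM and ThioGlo1 at 50uM were then added. Plates were read immediately and after 20 min (Ex340nm/Em540nm).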
N370S GC = inhibitors or activators of N370S glucocerebrosidase for Gaucher disease; P04062; N370S GC spleen homogenate, 4MU-glucoside fluorescence; Potency, µM (highest dose often 59.4 µM), inactives show at the highest dose activity change, negative = inhibition, actives largely listed as inhibitors; 0.092% of 330,000 active;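 also: 0% = full enzyme activity and -100% = no enzyme basal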
* = called active by the depositor; ? = inconclusive; · = no result given; & = joins results of further samples; [ ] = remark or other dose. Calls follow the shape of the dose curve; as a rule, active = well fitted curve in the direction sought with a large enough effect; inconclusive = small, poorly fitted or top-dose-only effect, or another doubt; inactive = no such curve, though single readings can be large; an effect the other way counts as inactive or inconclusive. Unless noted, % is scaled to controls: 0 for no effect and ±100 for the full control effect; potency is read from the fitted curve at half-maximal effect. The list is partial; the hit share may differ from the screen's.

structure,GCN5L2 inh,FEN1 inh,N370S GC
COc1cccc(NC(=O)N2CCC(N3CCCCC3)CC2)c1,-3%,-3%,-7%
CCc1ccc(NC(=O)COc2coc(CN3CCN(c4ccccc4)CC3)cc2=O)cc1,-12%,0%,0%
C#CCNC(=O)C1=C[C@H](c2ccc(C(F)(F)F)cc2)C[C@H](OCCCCO)O1,-2%,7%,5%
C=CCn1cccc(C(=O)Nc2ccc(C)c(C)c2)c1=O,-19%,1%,21%
CC(C)(C)Cc1nnc(NC(=O)Cc2cccs2)s1,-2%,?,6%
CC(C)CNC(=O)[C@@H]1CSC2c3ccccc3C(=O)N21 (stereo not given in full),0%,0%,-5%
CCOC(=O)c1ccc(NC(=O)CSc2nc3ncccc3[nH]2)cc1,0%,-8%,1%
COc1ccc(C(=O)Nc2c(Cl)cc(Cl)cc2C(=O)N2CCOCC2)cc1,0%,-3%,-2%
CN(CC(=O)Nc1ccc(Cl)c(Cl)c1)C(=O)/C=C/c1ccc(F)cc1,1%,-4%,1%
Cc1ccc(S(=O)(=O)N2CCN(C(=O)CN3C(=O)c4ccccc4C3=O)CC2)c(C)c1,-1%,-6%,·
CCOC(=O)c1cc(NC(=O)c2ccc(OC)cc2)c(=O)oc1-c1ccccc1,42%[activator],-3%,3%
NNC(=O)c1oc2nc(-c3ccco3)cc(-c3ccco3)c2c1N,1%,50µM*,-3%
CCCc1nc2ccccc2c(C(=O)OCC(=O)NC2CC2)c1CC,0%,-10%,·
Cc1cc(C)c2nc(N(CCCN(C)C)C(=O)c3ccc4c(c3)OCCO4)sc2c1,0%,-11%,-30%
NC(=O)CNC(=O)[C@@H]1CC2(CC(c3ccccc3)=NO2)CN1C(=O)c1ccc(Br)cc1 (stereo not given in full),1%,-14%,8%

Further entries.
structure,GCN5L2 inh,FEN1 inh,N370S GC
Cc1ccc(NC(=O)c2oc3c(c2C)C(=O)CC(C)(C)C3)cc1,1%,6%,?
Cc1nnc(SCc2ccc([N+](=O)[O-])cc2)[nH]c1=O,-5%,2%,11%
Cc1ccc(N=Cc2c(O)ccc3ccccc23)cc1F,-5%,-16%,-7%
COc1ccc(Cl)cc1NC(=O)Cn1c(=O)c(-c2ccccc2NC(C)=O)nc2ccccc21,-3%,19%,·
Cc1ccc(CCNC(=O)C2CCN(S(=O)(=O)c3cccc4cccnc34)CC2)cc1,-5%,-7%,-14%
CCOC(=O)C1CN(S(=O)(=O)c2ccc(Cl)cc2)c2cc(S(=O)(=O)CC)ccc2O1 (stereo not given),-2%,-14%,-5%
N#CC1=C2N=C(N)c3ccccc3N2C2=C(C(=O)CCC2)C1c1cccc(Cl)c1 (stereo not given),-7%,-3%,11%
Cc1cc(-c2ccc(N3CCOCC3)cc2)nc2ccccc12,-5%,-21%,23%
CCCCSc1nn[nH]n1,1%,-5%,5%
Cc1ccc(C)c(NC(=O)CSc2nc(=O)n(CCN(C)C)c3c2CCC3)c1,-4%,-2%,·
COc1ccc(CCNC(=O)COC(=O)Cc2c[nH]c3ccccc23)cc1OC,2%,5%,·
O=C(/C=C/c1ccccc1)NCCc1ccc2c(c1)OCCO2,-3%,-4%,9%
COc1cccc(C(=O)Nc2ccc(N(C)C)cc2)c1OC,-10%,6%,-3%
O=C(COC(=O)/C=C/c1cn(-c2ccccc2)nc1-c1ccc2c(c1)OCCO2)NC1CCS(=O)(=O)C1 (stereo not given),-8%,?,-9%
CC(C)(C)C(=O)Cn1c(=O)n(-c2ccc(Cl)cc2)c(=O)c2c3c(sc21)CCCC3,-4%,15%,·

(continued)
structure,GCN5L2 inh,FEN1 inh,N370S GC
COc1ccc(S(=O)(=O)NCc2ccccn2)cc1Cl,-11%,-3%,2%
S=c1[nH]cc(-c2ccc(Cl)cc2)n1-c1ccccc1,1%,1%,6%
CCOC(=O)c1c(S(=O)(=O)NCC(=O)Nc2cc(C)ccn2)c(C)n(C)c1C,4%,22%,-11%
CC(=O)c1ccc(NC(=O)c2ccc(CN3C(=O)CCn4nc(C)cc43)cc2)cc1,0%,5%,·
CCOC(=O)c1ccc(NC(=O)CN2C(=O)CSCC2=O)cc1,2%,23%,2%
COc1ccc(OC)c(CN2CCN(S(=O)(=O)c3ccccc3)CC2)c1,-1%,7%&0%,·
COc1ccc(CCNC(=O)C(=O)NCC(c2cccs2)S(=O)(=O)c2ccccc2)cc1 (stereo not given),0%,14%,·
CC(=O)NC12CC3CC(C1)CC(C(=O)OCC(=O)NC(=O)c1cccn1C)(C3)C2,4%,-4%,0%
CN(C)C(=O)c1ccc(NC(=O)c2cc(-c3ccco3)nc3ccccc23)cc1,-4%,?,-8%
C#CCOCCOCCOCCNc1nc(N2CCN(C(=O)[C@H]([C@@H](C)O)n3cc(CCCCN)nn3)CC2)nc(N2CCN(C(=O)[C@H](CCCCN)n3cc(CCCC)nn3)CC2)n1,-1%,-12%,-9%
O=C(O)C1CCN(C(=O)c2ccccc2C(=O)N2CCC(C(=O)O)CC2)CC1,0%,-12%,-10%
Cc1ccsc1C1NC(=O)c2ccccc2N1 (stereo not given),-3%,-15%,12%
O=S1(=O)OCCC(c2ccccc2)N1Cc1ccccc1 (stereo not given),-19%,11%,-3%
O=S(=O)(NN=C1CCCCCC1)c1ccc(Cl)cc1,2%,-5%,-6%
CCCC(=O)Nc1cc(C)c(NC(=O)c2ccco2)cn1,?,4%,-7%

Additional entries follow:
structure,GCN5L2 inh,FEN1 inh,N370S GC
Cc1ccc(-c2noc(CN3CCC(C(N)=O)CC3)n2)cc1,-2%,7%,-2%
CCCCCn1c(=O)[nH]c2cc(C(=O)Nc3ccc(OC)c(OC)c3)ccc2c1=O,-14%,?,·
C=CCn1c(SCc2c(C)noc2C)nc2sc3c(c2c1=O)CCC(C)C3 (stereo not given),-1%,-2%,10%
CCOc1ccc(-c2csc3ncnc(Nc4cccc(O)c4)c23)cc1,2%,1%,·
Cc1ccc(NC(c2nnc(-c3ccccc3)o2)c2ccccc2F)c(Cl)c1 (stereo not given),-5%,-1%,·
Cc1ccc(-n2ncc3c2CCCC3NC(=O)CCCN2CCCCC2=O)cc1C (stereo not given),1%,14%,-3%
CNC(=S)N1CCc2ccccc2C1,-1%,-5%,-15%
Cc1cccc(OCC(=O)OC(C)CN2CCCCC2)c1 (stereo not given),-24%,-5%,1%
CCCCN(C)C(=O)C1CCCN(S(=O)(=O)c2ccc3c(c2)oc(=O)n3C)C1 (stereo not given),?,-3%,-20%
O=C(c1ccc2nc(N3CCOCC3)sc2c1)N1CCCC1,-22%,2%,-15%
COc1ccc(/C=N/n2c(SC)nnc2-c2ccccc2)cc1C,·,-17%,-8%
COc1cc(/C=C2\C(=N)N3N=C(S(C)(=O)=O)SC3=NC2=O)ccc1OCCOc1ccccc1C,1%,-20%,-6%
Cc1ccc(C(=O)CSc2n[nH]c(-c3ccco3)n2)cc1C,-5%,-8%,22%
Cc1cc2c(cc3c(SCC(=O)Nc4cccc(Cl)c4C)nnc(C)n32)o1,-5%,15%,·
COCc1[nH]nc2c1C1(C(=O)N(C)c3ccccc31)C(C#N)=C(N)O2 (stereo not given),-15%,2%,11%

Pulled by compound from the list above (three):
structure,GCN5L2 inh,FEN1 inh,N370S GC
CCOc1ccc(-c2csc3ncnc(Nc4cccc(O)c4)c23)cc1,2%,1%,·
Cc1ccc(NC(c2nnc(-c3ccccc3)o2)c2ccccc2F)c(Cl)c1 (stereo not given),-5%,-1%,·
Cc1ccc(C(=O)CSc2n[nH]c(-c3ccco3)n2)cc1C,-5%,-8%,22%

Going on with the list:
structure,GCN5L2 inh,FEN1 inh,N370S GC
c1coc(C2OCC3(CO2)COC(c2ccco2)OC3)c1 (stereo not given),-24%,4%,12%
Cc1c(C(C)(C)C)s/c(=N/S(=O)(=O)c2ccccc2)n1C,-2%,-11%,14%
O=C(NCc1ccc2c(c1)OCO2)c1c(O)nc2sccn2c1=O,3%,-12%,6%
OCCC1CN(C2CCN(c3ccccc3)CC2)CCN1Cc1ccc(F)c(F)c1 (stereo not given),5%,-1%,7%
Cn1nnnc1SCc1nnc(-c2ccccc2Br)o1,-5%,11%,5%
O=C(c1ccc2c(c1)N(Cc1ccccc1)C(=O)c1ccccc1S2(=O)=O)N1CCOCC1,-7%,-1%,·
COc1ccc(NC(=O)CCNS(=O)(=O)c2ccccc2F)cc1S(N)(=O)=O,0%,-3%,-14%
COc1cccc(NC(=O)CN(C)S(=O)(=O)c2ccc3[nH]c(=O)oc3c2)c1,-6%,7%,-23%
CC(=O)CSc1nnc(Cc2ccc([N+](=O)[O-])cc2)o1,-4%,-19%,6%
Cn1c(/C=C/c2cccc([N+](=O)[O-])c2)nc2ccccc2c1=O,-5%,-6%,0%
CC(=O)c1cccc(NC(=O)CSc2n[nH]c(-c3ccncc3)n2)c1,-4%,-5%,·
Cc1cc(C(=O)N(CCC#N)Cc2cccs2)no1,1%,-4%,1%
CC(=O)Nc1ccn(C2OC(C(COC(C)=O)NC(=O)C3CCCN3C(=O)OC(C)(C)C)C(OC(C)=O)C2OC(C)=O)c(=O)n1 (stereo not given),·,-5%,-4%
COC(=O)c1ccc(NC(=S)N2CCN(C)CC2)cc1,-16%,-2%,-1%
COc1ccccc1NC(=O)CN1CCC(c2nc3ccc(C)cc3[nH]2)CC1,3%,7%,2%

(further entries)
structure,GCN5L2 inh,FEN1 inh,N370S GC
CCN(CC)P(=O)(Nc1ccc(C)cc1Br)c1ccc(N(C)C)cc1NC(=O)c1ccco1 (stereo not given),-9%,-5%,14%
O=C(COC(=O)c1cc[n+]([O-])cc1)Nc1ccc(Cl)c(C(F)(F)F)c1,-1%,3%,·
Cc1[nH]c2ccccc2c1C1(O)C(=O)N(Cc2ccc3c(c2)OCO3)c2ccccc21 (stereo not given),-1%,2%,-11%
CCN(CC)c1ccc(C(=O)OCC(=O)N2CCCC2)cc1,-6%,11%,3%
COC(=O)/C(C#N)=C/c1c(N2CCN(c3ccc(OC)cc3)CC2)nc2c(C)cccn2c1=O,-6%,-7%,-2%
C=CCNc1cnn(CC(C)=O)c(=O)c1Br,-7%,10%,0%
Oc1cc(-c2ccccc2)c2ccccc2c1,-7%,-33%,-5%
Cc1sc2nc(C3CC3)nc(NCCNS(=O)(=O)c3ccccc3)c2c1C,-11%,?,9%
O=C(c1cccc2ccccc12)N1CCN=C1SCc1ccc([N+](=O)[O-])cc1,3%,-6%,-1%
CC(NC(=O)COC(=O)c1ccc(N2CCCC2=O)cc1)c1ccc(F)cc1 (stereo not given),-1%,2%,·
CCOc1ccc(NC(=O)Cn2cc(C(=O)c3ccc(CC)cc3)c(=O)c3ccc(C)nc32)cc1,6%,-6%,·
CN(C)C(CNC(=O)C1CCN(S(=O)(=O)c2cccc(Cl)c2Cl)CC1)c1ccccc1 (stereo not given),-7%,-6%,-18%
CCCCC1=CC2=CC(=O)C(C)(OC(=O)CC)C(=O)C2=CN1CC(C)C (stereo not given),15%,6%,6%[12.8 µM]
O=C(NCC(=O)N(CC1CCCO1)C(C(=O)NC1CCCC1)c1cccnc1)c1ccco1 (stereo not given),1%,-2%,1%
Cc1ccc2c(CN3CCOCC3)cc(=O)oc2c1,-29%,-3%,-3%

Filtered by structure, those above with a nitro group on carbon (four)
structure,GCN5L2 inh,FEN1 inh,N370S GC
Cc1nnc(SCc2ccc([N+](=O)[O-])cc2)[nH]c1=O,-5%,2%,11%
CC(=O)CSc1nnc(Cc2ccc([N+](=O)[O-])cc2)o1,-4%,-19%,6%
Cn1c(/C=C/c2cccc([N+](=O)[O-])c2)nc2ccccc2c1=O,-5%,-6%,0%
O=C(c1cccc2ccccc12)N1CCN=C1SCc1ccc([N+](=O)[O-])cc1,3%,-6%,-1%

Following part.
structure,GCN5L2 inh,FEN1 inh,N370S GC
NS(=O)(=O)c1ccc(NC2(C(=O)O)CCCC2)cc1,3%,15%,3%
CCC(=O)NC(=S)Nc1cccc(Cl)c1N1CCCCC1,3%,-1%,-3%
CCOC(=O)C1(CC2CCCCO2)CCN(Cc2nc(C(C)C)cs2)CC1 (stereo not given),-2%,-4%,20%
COc1ccc2oc(=O)c(C(=O)N3CCN(c4ccccc4C)CC3)cc2c1,-1%,-5%,3%
COc1ccc(C2=NS(=O)(=O)N(C)C(C(=O)Nc3ccc4c(c3)OCO4)=C2)cc1,-13%,5%,-4%
O=C(CNc1cccc([N+](=O)[O-])c1)N1CCN(S(=O)(=O)c2ccc(Cl)cc2)CC1,-9%,-13%,-5%
CCCc1ccc(OCCNC(=O)C2CCCCC2)cc1,-4%,11%,7%
C=CCn1c(SCC(=O)/C(C#N)=C(\C)N)nnc1C1CCCCC1,-1%,17%,6%
CCOc1ccc(/C=N/NC(=O)C2CC2)cc1OC,-3%,-4%,-1%
C=CCn1c(SCCOC)nc2c1c(=O)[nH]c(=O)n2C,-11%,2%,2%

Screening data from PubChem BioAssay.
